p53 reactivator: restores transcriptional activity of mutant p53. 0.063% of 320,000 active. Potency, µM (top dose mostly 92.2 µM), without a hit: at the top dose activity change, positive = activation, actives largely listed as activators. H1299 p53-A138V BP100-luciferase reporter, luminescence, 24 h. AID 504706; note: % of control where 0% means no effect; nearly all actives have a fitted effect of over 45% in size
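H1299 (p53-null), stable ts p53-A138V + BP100-Luc; 1000 cells/well, Opti-MEM/10% FBS; cpd 4 pt, 1:5; 24 h, 37 deg C, 5% CO2; detection reagent 10 min RT; luminescence.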
FLuc modulator: counter-screen for miR-21 project: firefly luciferase inhibitors or activators; P08659; AID 588342; Potency, µM (highest dose often 57.5 µM), inactives show at the top dose activity change, negative = inhibition, actives largely listed as inhibitors; purified FLuc, Km substrates, luminescence inhibition; 6.9% of 360,000 active;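 note: plate controls were vehicle for no effect and reference inhibitor for full effect; nearly all actives have a fitted effect of over 55% in size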
Target sequence (P08659 whole entry, looked up): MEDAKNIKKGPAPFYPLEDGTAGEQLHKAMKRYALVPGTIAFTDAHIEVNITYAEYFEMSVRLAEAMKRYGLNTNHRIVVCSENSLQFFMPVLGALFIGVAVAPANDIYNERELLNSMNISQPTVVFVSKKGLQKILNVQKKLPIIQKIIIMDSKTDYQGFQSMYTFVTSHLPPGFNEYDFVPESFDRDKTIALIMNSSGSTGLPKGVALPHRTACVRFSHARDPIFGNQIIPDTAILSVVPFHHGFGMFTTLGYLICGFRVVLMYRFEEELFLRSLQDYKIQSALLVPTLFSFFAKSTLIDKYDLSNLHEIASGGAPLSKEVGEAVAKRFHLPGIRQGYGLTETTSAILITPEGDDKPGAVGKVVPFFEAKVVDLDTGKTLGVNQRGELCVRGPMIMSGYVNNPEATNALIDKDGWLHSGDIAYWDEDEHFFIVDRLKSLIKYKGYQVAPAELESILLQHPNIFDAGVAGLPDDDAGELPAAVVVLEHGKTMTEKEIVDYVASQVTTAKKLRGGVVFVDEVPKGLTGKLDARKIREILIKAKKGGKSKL
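Purified P. pyralis luciferase (10nM final) with 10uM D-luciferin and 10uM ATP (Km levels) in 50mM Tris acetate pH 7.5, 10mM Mg acetate, 0.01% Tween-20, 0.05% BSA; qHTS 6-point titration, ~60 µM downward; luminescence read.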
BRCA1 expr act: BRCA1 expression activation. MCF7-BRCA1-FFLuc reporter, luminescence, 48 h; response scale: scaled: vehicle 0%, 10 µM genistein 100%. Potency, µM (top dose mostly 46.1 µM), for inactives: top-dose activation, most hits filed as activators. 1.1% of 380,000 active. AID 624202; note: nearly all actives have a fitted effect of over 80% in size; some results filed as inactive show a strong effect at the top dose
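Activators of BRCA1 expression were detected as increased firefly luciferase luminescence in engineered MCF7 cells after 48 h compound incubation. Signals were scaled to genistein 10 microM as full activation.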
Rab9 promoter act: activates the Rab9 promoter | Huh7 Rab9 promoter-luciferase reporter, luminescence, 24 h | Potency, µM (highest dose often 9.22 µM), for inactives: at the top dose activation, negative = inhibition, usual class: activators | 2.8% of 320,000 active | AID 485297; note: % of control where 0% means no effect; nearly all actives have a fitted effect of over 60% in size
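Luminescence read-out: Huh7 cells stably expressing Rab9-luciferase, treated 24 h with compound at 37 °C, then lysed with luciferase reagent for 10 min at ambient before reading.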
MLL CXXC-DNA inh: blocks binding of human MLL CXXC domain to DNA; Q03164; MLL-CXXC / FITC-HOXA9 DNA fluorescence polarization; Potency, µM (series often up to 115 µM), for inactives: at the top dose activity change, negative = inhibition, most hits filed as inhibitors; 0.037% of 290,000 active; AID 2662; active = well fitted inhibition curve with a large enough effect in the polarisation, with a control signal flat, not every such curve was filed as active; inconclusive = small, poorly fitted or top-dose-only effect, or effect the other way, or a change in a side signal; inactive = no such curve, though single readings can be large or run the other way; the % refers to the polarisation
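Fluorescence polarization: 7 uM MLL-CXXC (stock) preincubated 5 min with compounds, then 50 nM fluorescein-HOX-A9 DNA (stock) added; 30 min ambient. Buffer 50 mM Tris-HCl pH 7.5, 50 mM NaCl, 1 mM DTT, 0.05% BSA.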
MBNL1-CUG inh: MBNL1-poly(CUG) RNA binding inhibition; Q9NR56; TR-FRET MBNL1-His/biotin-(CUG)12 binding, 665/545 ratio; Potency, µM (highest dose often 57.5 µM), inactives show at the top dose activity change, negative = inhibition, actives largely listed as inhibitors; 0.036% of 280,000 active; active = well fitted inhibition curve with a large enough effect in the signal ratio, with a control signal flat, not every such curve was filed as active; inconclusive = small, poorly fitted or top-dose-only effect, or effect the other way, or a change in a side signal; inactive = no such curve, though single readings can be large or run the other way; the % refers to the signal ratio; note: % is set by controls: 0 for no effect and ±100 for the full control effect
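His-tagged MBNL1 binding to biotinylated (CUG)12 RNA was measured by TR-FRET using terbium anti-His antibody (0.055 ng/ul final) and streptavidin-XL665 (5 nM final). Compounds were titrated 92 nM to 58 uM; 60 min at room temperature.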
uPA generation: blocks generation of uPA at the cell surface. cell surface uPA generation assay, qHTS. Potency, µM (series often up to 38.3 µM), inactives show at the top dose activity change, negative = inhibition, usual class: inhibitors. 0.31% of 330,000 active. AID 540303; active = well fitted inhibition curve with a large enough effect; inconclusive = small, poorly fitted or top-dose-only effect; inactive = no such curve, though single readings can be large or run the other way; tested in mouse RAW 264.7 cells; note: % is set by controls: 0 for no effect and ±100 for the full control effect; nearly all actives have a fitted effect of over 55% in size
Gal4-VP16 FLuc: inhibits Gal4-VP16 luciferase reporter, ROR gamma counter-screen. Drosophila S2 Gal4-VP16 UAS-luciferase, luminescence, 20 h. Potency, µM (titrated, usually from 53.6 µM), inactives show at the highest dose activity, negative = inhibition, hits mostly inhibitors. 3.5% of 310,000 active. AID 2546;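 note: Gal4-VP16 expression switched on by copper sulfate through the metallothionein promoter; % is set by controls: 0 for no effect and ±100 for the full control effect; nearly all actives have a fitted effect of over 50% in size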
NPC1 prom act: activators of NPC1 promoter | Huh7 NPC1 promoter luciferase reporter, 24 h | Potency, µM (titrated, usually from 9.22 µM), for inactives: top-dose activation, most hits filed as activators | 2.4% of 320,000 active | AID 485313;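 note: % of control where 0% means no effect; nearly all actives have a fitted effect of over 60% in size; reporter is driven by a mutant NPC1 promoter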
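Luciferase expression driven by the NPC1 promoter was measured in stably transfected Huh7 cells after a 24 h compound incubation, using a luciferase reagent and a luminescence read.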
RORgamma inh: ROR gamma (mouse) transcription inhibition | P51450 | Drosophila S2 Gal4-RORgamma UAS-luciferase reporter, 20 h | Potency, µM (doses to about 53.6 µM), for inactives: at the highest dose activity change, negative = inhibition, most hits filed as inhibitors | 5.4% of 310,000 active; note: % is set by controls: 0 for no effect and ±100 for the full control effect; nearly all actives have a fitted effect of over 60% in size
Target sequence (P51450 whole entry, looked up, the tested form may be a part): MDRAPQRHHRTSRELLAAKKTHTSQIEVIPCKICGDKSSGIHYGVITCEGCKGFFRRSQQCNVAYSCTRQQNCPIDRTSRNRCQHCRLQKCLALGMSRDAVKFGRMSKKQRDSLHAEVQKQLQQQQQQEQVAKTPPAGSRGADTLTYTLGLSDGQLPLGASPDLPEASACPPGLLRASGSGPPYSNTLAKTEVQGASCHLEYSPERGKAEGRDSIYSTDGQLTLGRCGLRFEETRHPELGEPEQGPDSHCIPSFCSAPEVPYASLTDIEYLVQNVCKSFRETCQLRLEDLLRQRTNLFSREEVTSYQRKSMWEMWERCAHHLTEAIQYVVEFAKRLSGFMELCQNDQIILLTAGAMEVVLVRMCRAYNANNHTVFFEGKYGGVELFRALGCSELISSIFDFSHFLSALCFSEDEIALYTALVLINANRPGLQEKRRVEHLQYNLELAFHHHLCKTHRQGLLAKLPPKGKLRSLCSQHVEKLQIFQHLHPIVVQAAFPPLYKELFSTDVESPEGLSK
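Luminescence from a UAS-regulated Photinus luciferase reporter in stably transfected Drosophila Schneider cells is measured; decreased signal marks ROR gamma inhibition. Fusion expression is induced by 700 uM copper sulfate for 20 hr.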
ELG1 genotox: inducers of genotoxicity in HEK293T ELG1-luciferase cells; AID 504466; 1.3% of 330,000 active; Potency, µM (highest dose often 46 µM), without a hit: at the top dose activity change, positive = activation, hits mostly activators; HEK293T ELG1-luciferase reporter, luminescence, 16 h; note: % of control where 0% means no effect; nearly all actives have a fitted effect of over 60% in size
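HEK293T cells expressing luciferase-tagged ELG1 were exposed to compound or DMSO vehicle for 16 hr at 37 °C and 5% CO2. Luciferase activity was then measured with ONE-Glo after 30 min at room temperature.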
Active calls of the source: *; ? = inconclusive; / = no result given; [ ] = dose if it differs, or a comment. Unless noted, calls come from the whole dose curve; as a rule, active = well fitted curve in the direction sought with a large enough effect; inconclusive = small, poorly fitted or top-dose-only effect, or another doubt; inactive = no such curve, though single readings can be large; an effect the other way counts as inactive or inconclusive. Potency is the fitted concentration of half-maximal effect.

SMILES	p53 reactivator	FLuc modulator	BRCA1 expr act	Rab9 promoter act	MLL CXXC-DNA inh	MBNL1-CUG inh	uPA generation	Gal4-VP16 FLuc	NPC1 prom act	RORgamma inh	ELG1 genotox
Cc1cccc(C2=NNC(=O)C(c3ccc(Cl)cc3)C2)c1 (configuration not stated)	-2%	-8%	-25%	1%	-8%	-5%	-1%	-7%	2%	4%	-8%
Cc1ccc(S(=O)(=O)Nc2cccc3cccnc23)c([N+](=O)[O-])c1	-18%	3%	-94%	-2%	7%	13%	-13%	0.89µM*	-10%	0.79µM*	-2%
O=C(CS(=O)(=O)Cc1ccccc1)Nc1nnc(C2CCCCC2)s1	-3%	-15%	4%	4%	-3%	6%	-3%	-5%	16%	11%	-4%
CC(C(=O)Nc1ccccc1Cl)c1ccc([N+](=O)[O-])cc1 (configuration not stated)	0%	0%	-14%	-9%	2%	?	-1%	6%	-2%	2%	-6%
Cc1ccc(C(=O)N(Cc2cccs2)C2CCS(=O)(=O)C2)cc1 (configuration not stated)	0%	1%	-11%	-2%	-5%	-5%	18%	-3%	3%	8%	1%
O=C(NNC(=S)Nc1ccc(Cl)cc1)c1ccccc1OC(F)F	?	-19%	-75%	3%	-6%	9%	-5%	?	1%	-39%	-11%
COc1cccc(/C=N/NC(=O)CN2CC(c3ccccc3)CC2=O)c1OC (configuration not stated)	-6%	-3%	-1%	-4%	5%	0%	2%	-3%	-3%	20%	5%
Cc1nn(Cc2ccc(C(=O)NN)o2)c(C)c1Cl	-5%	3%	-36%	2%	18%	8%	-14%	4%	3%	7%	-1%
CCc1cccc(CC)c1NC(=O)C1CN(S(=O)(=O)c2ccccc2)CCN1S(=O)(=O)c1ccccc1 (configuration not stated)	-4%	4%	-33%	1%	5%	-3%	1%	-15%	0%	-42%	-5%
COc1cccc(C(c2c(O)nc(SC)n(C)c2=O)c2c(O)nc(SC)n(C)c2=O)c1	4%	0%	0%	8%	-7%	-8%	-8%	-5%	2%	-41%	0%
COc1ccc(N/C(C)=C/C(=O)c2ccccc2)cc1	35%	3µM*	?	2.8µM*	4%	27%	0%	?	?	10%	?
CCOc1ccccc1NC(=O)C(OC(=O)c1ccc(N(C)C)cc1)c1ccccc1 (configuration not stated)	5%	4%	-84%	1%	6%	-6%	-6%	-20%	-1%	5%	0%
Cc1ccc(C(NC(=O)c2ccccc2)C(Cl)(Cl)Cl)cc1 (configuration not stated)	2%	-2%	-33%	-6%	-3%	-6%	2%	-20%	-5%	?	0%
CN(CC1COc2ccccc2O1)C(=S)NC1CCCCC1 (configuration not stated)	8%	-16%	69%	24%	-17%	/	-3%	?	16%	13µM*	0%
COc1ccc(C(=O)N/C(=C\c2cc(OC)c(OC)cc2[N+](=O)[O-])C(=O)NCCO)cc1	-3%	-2%	-9%	-4%	-2%	?	5%	-1%	2%	0%	1%
O=C(O)c1ncc(-c2ccccc2)cn1	1%	-14%	4%	-3%	-1%	-13%	8%	-4%	-2%	-8%	1%
COC(=O)c1cc(C(=O)OCC(=O)Nc2ccccc2OC(F)F)cc([N+](=O)[O-])c1	-7%	2%	4%	-1%	18%	?	-12%	-5%	-1%	-29%	3%
O=C(c1cc2cc(Br)ccc2o1)N1CCCCC1	-10%	11µM*	4.5µM*	4µM*	2%	7%	0%	10%[10 µM]	2.5µM*	8%	?
Fc1cccc(Cl)c1Cn1nnc2c(-n3ccnc3)ncnc21	3%	3%	-1%	1%	-3%	5%	-2%	?	-4%	32%	-3%
Cc1ccc(N2CC(C(=O)OCC(=O)C(C)(C)C)CC2=O)cc1 (configuration not stated)	2%	-1%	4%	-5%	-7%	-8%	/	1%	-1%	10%	-6%
COc1ccccc1NS(=O)(=O)c1cn(C)cn1	-2%	3%	4%	-2%	25%	-5%	14%	4%	-1%	-1%	-1%[9.26 µM]
CC(C)N1CCN(CC2COc3ccccc3O2)CC1 (configuration not stated)	-1%	-1%	-3%	-10%	6%	-5%	-2%	8%	-3%	-6%	1%
CCOc1ccc(OCCC(=O)OCC(=O)NC2CC2)cc1	-3%	-16%	-16%	0%	/	/	-1%	/	0%	/	10%
CCCCCOc1ccc(Br)cc1CSC(=N)N	-21%	8%	-88%[inhibitor]	-29%	24%	-4%	?	7.1µM*	-28%	-75%	-1%
Cc1ccc(S(=O)(=O)N(C)C)cc1NC(=O)C1CCCC1	3%	0%	-16%	-2%	1%	-1%	-3%	1%	-1%	15%	0%
Cc1ccc(C(=O)n2nc(-c3cccnc3)nc2N)cc1	0%	-2%	0%	-12%	248%[activator]	10%	/	-16%	-8%	2%	-3%
COc1ccc(/C=C2/C(=O)N(c3ccccc3)N=C2C)c(OC)c1	12%	15µM*	5%	0%	?	-2%	8%	1%	-6%	21%	-3%
O=C(COC(=O)c1ccc(=O)[nH]c1)Nc1cccc(S(=O)(=O)N2CCOCC2)c1	4%	-3%	12%	0%	-6%	/	1%	-13%	0%	8%	1%
COc1cc2c(cc1OC)C(c1cccc(OC)c1OC)CC(=O)N2 (configuration not stated)	-8%	0%	-1%[1.84 µM]	3%	-4%	2%	-8%	1%	0%	9%	2%
Cc1cc(Cl)cc(Br)c1OCCNCC(C)O (configuration not stated)	-6%	1%	5%	-2%	-6%	-10%	10%	-9%	1%	2%	1%
Cc1ccc(C)c(NC(=O)CSc2nc3[nH]ncc3c(=O)[nH]2)c1	4%	0%	11%	12%	21%	?	0%	-15%	5%	-2%	0%
Brc1ccc2ncnc(Nc3ccc(N4CCOCC4)cc3)c2c1	-2%	?	-65%	2%	0%	4%	4%	22%	27%	?	-11%
CCc1ccc2[nH]c(=O)c(C(c3nnnn3CCOC)N3CCN(c4ccccc4)CC3)cc2c1 (configuration not stated)	-2%	5%	-40%	-5%	13%	12%	0%	2%	1%	19%	-3%
COc1ccccc1CNC(=O)C1CC2Cn3c(nc4cc5ccccc5cc43)C2N1C (configuration not stated)	-7%	2%	-2%	-2%	/	/	3%	/	1%	/	-2%
COC(C)(C)[C@@H](O)COc1c2ccoc2cc2oc(=O)ccc12	-11%	2%	-4%	0%	/	/	6%	/	-2%	/	1%
Cc1ccc(NC(=O)COC(=O)Cn2ccc(C(F)(F)F)n2)cc1Cl	-4%	4%	8%	-2%	/	/	-1%	/	1%	/	2%
COc1ccc(C(C)NC(=S)NC2CCCC2)cc1OC (configuration not stated)	-8%	1%	-12%	-8%	-3%	-12%	-10%	?	-1%	?	1%
CC(C)C(=O)N(Nc1nc2ccccc2s1)C(=O)C(C)C	-9%	0%	4%	-4%	6%	-4%	-4%	-15%	-3%	3%	1%
Cc1cccc(NC(=O)c2cc(-c3cc(Cl)ccc3O)n[nH]2)c1	?	?	?	?	29%	-1%	-1%	-11%	2.2µM*	-22%	18%
COCCOC(=O)c1c(C)nc(SCC(=O)Nc2ccc(OC)cc2)c(C#N)c1-c1ccco1	1%	-2%	-16%	-3%	1%	228%[activator]	1%	-6%	-1%	-3%	-1%
O=C(Nc1ccccc1)Nc1ccc(F)c([N+](=O)[O-])c1	15%	17µM*	-26%	-4%	0%	?	-10%	3%	-3%	?	-6%
CN1C[C@@H]2C[C@@H](C3=Cc4cc(Cl)ccc4OC3)N3CCC[C@@]23C1=O	-2%	-3%	-3%	6%	-13%	6%	-1%	2%	-2%	7%	-1%
O=C(COC(=O)C1(c2ccccc2)CCCC1)N1CCNC1=O	-6%	-1%	-7%	0%	/	/	14%	/	-1%	/	-5%
COc1ccc(CCNc2nc(C)cc(C)c2C#N)cc1OC	-4%	-5%	-14%	-7%	?	-1%	7%	-5%	1%	18%	-4%
O=C(Nc1ccc(C(F)(F)F)cc1)c1ccc(NC(=O)C2CCCO2)cc1 (configuration not stated)	-3%	-6%	-16%	-17%	7%	-1%	1%	?	-18%	24%	-6%

Sorted by SMILES length (highest first): part of the list above
SMILES	p53 reactivator	FLuc modulator	BRCA1 expr act	Rab9 promoter act	MLL CXXC-DNA inh	MBNL1-CUG inh	uPA generation	Gal4-VP16 FLuc	NPC1 prom act	RORgamma inh	ELG1 genotox
CN1C[C@@H]2C[C@@H](C3=Cc4cc(Cl)ccc4OC3)N3CCC[C@@]23C1=O	-2%	-3%	-3%	6%	-13%	6%	-1%	2%	-2%	7%	-1%
O=C(Nc1ccc(C(F)(F)F)cc1)c1ccc(NC(=O)C2CCCO2)cc1 (configuration not stated)	-3%	-6%	-16%	-17%	7%	-1%	1%	?	-18%	24%	-6%
O=C(Nc1ccccc1)Nc1ccc(F)c([N+](=O)[O-])c1	15%	17µM*	-26%	-4%	0%	?	-10%	3%	-3%	?	-6%

Bioassay records deposited in PubChem BioAssay by National Center for Advancing Translational Sciences (NCATS).

Not all compounds are listed. The share of hits here may be higher or lower than overall.
